12-LOX inh – blocks human arachidonate 12S-lipoxygenase; purified 12hLO, xylenol orange hydroperoxide absorbance; Potency, µM (titrated, usually from 108 µM), inactives show at the highest dose activity change, negative = inhibition, hits mostly inhibitors; hit rate 1.1% among 580,000; AID 1671190; active means well fitted inhibition curve with a large enough effect; inconclusive means small, poorly fitted or top-dose-only effect, or another doubt; inactive means no such curve, though single readings can be large or run the other way
Target sequence (P18054 whole entry, looked up): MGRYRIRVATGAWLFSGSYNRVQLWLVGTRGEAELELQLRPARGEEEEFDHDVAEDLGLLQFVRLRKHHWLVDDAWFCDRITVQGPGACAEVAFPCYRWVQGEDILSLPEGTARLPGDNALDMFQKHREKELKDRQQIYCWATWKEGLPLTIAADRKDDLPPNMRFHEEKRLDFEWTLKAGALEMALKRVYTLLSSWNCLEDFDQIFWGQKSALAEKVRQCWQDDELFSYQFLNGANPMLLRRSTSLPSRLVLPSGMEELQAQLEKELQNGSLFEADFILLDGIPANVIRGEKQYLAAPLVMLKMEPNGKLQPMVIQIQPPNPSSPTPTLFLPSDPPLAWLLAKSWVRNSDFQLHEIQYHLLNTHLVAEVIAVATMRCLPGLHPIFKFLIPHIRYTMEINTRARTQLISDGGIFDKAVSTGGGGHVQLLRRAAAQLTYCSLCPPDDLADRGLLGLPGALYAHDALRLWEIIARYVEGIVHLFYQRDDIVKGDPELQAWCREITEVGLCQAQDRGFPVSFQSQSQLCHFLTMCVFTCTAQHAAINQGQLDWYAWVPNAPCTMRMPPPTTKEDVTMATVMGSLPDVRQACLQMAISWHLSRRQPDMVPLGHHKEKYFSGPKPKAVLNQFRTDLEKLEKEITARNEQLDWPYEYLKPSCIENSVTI
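Purified human 12hLO at 150 nM in 25 mM Hepes, 0.01% Triton X-100, pH 7.0, preincubated 15 min at room temperature with compound. Reaction started with 40 uM arachidonic acid, 30 min at room temperature. Hydroperoxide measured by Fe-xylenol orange, 573/405 nm absorbance ratio.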
Active calls of the source: *; ? = inconclusive; & = joins results of further samples; [ ] = dose if it differs, or a comment. On the % scale 0 is the no-effect control and ±100 the full control effect; potency means the concentration at half of the fitted maximal effect. The list is partial; the hit share may differ from the screen's.

no. | Molecule | 12-LOX inh
1 | COCc1cc(=O)n(CC(=O)Nc2cc(C)cc(C)c2)c(N2CCOCC2)n1 | 23%
2 | Cc1cc(C(=O)N(CCC(=O)NCCC(C)C)CCC(C)C)c(C)o1 | 53%[activator]
3 | CN(C)c1ccc(-c2nnc([C@H]3CCN(Cc4ccccc4F)C3)o2)cc1 | -19%[176 µM]
4 | Cn1c(Cn2cccn2)nnc1C1CC(Nc2ncnc3ccsc23)C1 (stereo not drawn) | -7%
5 | COCCNC(=O)CN1CN(c2ccccc2)C2(CCN(C(=O)C3CCCCC3)CC2)C1=O | -8%
6 | CC(C)CN(C(=O)c1cc(-c2ccco2)nc2ccccc12)c1c(N)n(CC(C)C)c(=O)[nH]c1=O | ?
7 | CCN1C(=O)C2CC3(CCN(C(=O)NCc4ccccc4)CC3)CN2C1=O (stereo not drawn) | 18%
8 | O=C(Cn1cc(C(F)(F)F)ccc1=O)Nc1cc(C(F)(F)F)ccc1Cl | -20%
9 | CCOC(=O)c1c(S(=O)(=O)Nc2ccc(OC)cc2OC)c(C)n(C)c1C | -6%
10 | CNC(=O)N1CCCC(c2nc(C(C)C)no2)CCNC(=O)CC1 (stereo not drawn) | 12%
11 | Cc1noc(C)c1C(=O)N1CCC[C@@]2(CCN(C(=O)Nc3cccc(F)c3)C2)C1 | 3%[57.4 µM]
12 | Cc1cc(C)n(C)c(=O)c1C(=O)N1CCC2(CC1)Nc1ccccc1NC2=O | 24%

Part of the list above, with each value named.
#11 Cc1noc(C)c1C(=O)N1CCC[C@@]2(CCN(C(=O)Nc3cccc(F)c3)C2)C1
  12-LOX inh: 3%[57.4 µM]

#6 CC(C)CN(C(=O)c1cc(-c2ccco2)nc2ccccc12)c1c(N)n(CC(C)C)c(=O)[nH]c1=O
  12-LOX inh: ?

#5 COCCNC(=O)CN1CN(c2ccccc2)C2(CCN(C(=O)C3CCCCC3)CC2)C1=O
  12-LOX inh: -8%

#9 CCOC(=O)c1c(S(=O)(=O)Nc2ccc(OC)cc2OC)c(C)n(C)c1C
  12-LOX inh: -6%

(cont.)
no. | Molecule | 12-LOX inh
13 | CCCCNc1nc(-c2ccc3c(c2)CC(C)N3S(C)(=O)=O)cs1 (stereo not drawn) | ?
14 | COc1ccc(CNC(=O)CC2CCN(C(=O)c3cn(-c4ccccc4)nc3C)CC2)cc1 | 1%
15 | Cc1ccc(NC(=O)N2CC3CC(C2)[C@H]2CCCC(=O)N2C3)cc1 (stereo partly drawn) | 6%
16 | NCCC(=O)N1CCC(n2nccc2NC(=O)c2ccc3c(c2)OCO3)CC1 | 36%
17 | CCn1nc(C(=O)OC(C)C(=O)Nc2ccccc2C)c2ccccc2c1=O (stereo not drawn) | 34%[activator]
18 | N#Cc1ccc(C(=O)Nc2ccc(NC(=O)c3cc4ccccc4o3)cc2)c(F)c1 | ?
19 | CCn1cnc2c1c(=O)n(CC(=O)c1cc(C)n(C)c1C)c(=O)n2Cc1ccccc1 | ?
20 | CCCN(Cc1cc(=O)[nH]c2c(C)cc(C)cc12)C(=O)Nc1cc(Cl)c(OC)cc1OC | ?
21 | CCN(C(=O)c1cccc(C(F)(F)F)c1)C1CC1 | -3%
22 | O=C(CCc1cccs1)N1CCOC(CCCc2ccccc2)C1 (stereo not drawn) | 3%
23 | O=C(C[C@@H]1O[C@H](CNC(=O)c2ccco2)[C@@H](O)[C@H]1O)NCc1ccc(F)cc1 | ?
24 | CCC1CN(CCNC(=O)c2cccnc2OC)Cc2cc(OC)ccc2O1 (stereo not drawn) | 6%
25 | COc1ccccc1N1CCN(C(=O)C(N)c2c(C)n[nH]c2C)CC1(C)C (stereo not drawn) | 39%[activator]
26 | O=C(Cc1ccc(F)cc1)N1CCC2(CC1)CCN(CCc1ccccc1)c1ccccc1O2 | ?
27 | CC(=O)c1ccc(CC(=O)O)s1 | -70%
28 | O=C(N1CCN(Cc2ccccc2)CC1)C(F)(F)C(F)(F)C(F)(F)C(F)(F)F | 28µM*
29 | CC[C@H]1CN(C(=O)c2ccc(F)cc2)CC[C@H]1CC(=O)Nc1ccccc1 | 6%[176 µM]
30 | Cc1c(C(=O)N2C[C@@H](C(=O)O)C[C@H](C(=O)NC3CC3)C2)sc2ccccc12 | -15%
31 | Cn1c(=O)c(CCc2ccccc2)nc2cncnc21 | 0%
32 | Fc1ccc(N/N=C/c2ccc(Br)cc2)c(F)c1 | ?
33 | COc1cc(F)ccc1-c1cc2c(nc1-c1ccccc1)nc(C(=O)NCCN(C)C)n2C | 24%
34 | CCc1ccccc1S(=O)(=O)N1CCC2(CC1)C(=O)N(CC)c1ccccc12 | 19%
35 | COC(=O)[C@H](NC(=O)[C@@H]1[C@@H](NC(=O)NC(C)C)CCN1C(=O)c1cccn1C)C(C)C | 2%[176 µM]
36 | CCC(CO)NS(=O)(=O)c1ccc(Cl)c(Cl)c1Cl (stereo not drawn) | ?
37 | CCN1c2cc(C(=O)NCc3cccc(C)c3)ccc2C(=O)N2CCCCC21 (stereo not drawn) | 3%
38 | COc1ccc(NC(=O)NC2CCN(C(=O)N3CC4CC(C3)[C@H]3CCCC(=O)N3C4)CC2)cc1 (stereo partly drawn) | 40%[activator]
39 | O=C(NCc1sc2ccccc2c1Cl)[C@H]1CCC[C@H](O)C1 | ?
40 | COc1ccc(NC(=O)N[C@H]2C[C@@H](C(=O)N[C@H](Cc3c[nH]c4ccccc34)C(N)=O)N(C(=O)c3cccn3C)C2)cc1 | ?
41 | CCCNC(=O)c1ccc(-n2nc(Sc3ccc(Cl)cc3)ccc2=O)cc1 | -3%
42 | CC(C)=CC(=O)Nc1ccc2c(c1)Cc1ccccc1-2 | ?
43 | NC(=O)CN1CCC(C(=O)NCCCn2ncc3ccccc32)CC1 | -1%
44 | CC(C)c1ccc(NC(=O)N[C@H]2CC[C@@]34CCCN3C(=O)CCC[C@H]4C2Cc2ccccc2)cc1 (stereo partly drawn) | ?
45 | O=C(Cc1c[nH]c2ncc(-c3ccccc3)cc12)Nc1ccc(N2CCOCC2)cc1 | -12%[176 µM]
46 | CC1CCN(C(=O)Cn2ccn3nc(-c4ccccc4)c(CO)c3c2=O)CC1 | 58%[activator]
47 | CC1=C(c2ccc(C(C)C)cc2)S(=O)(=O)N=C1N1CCC(C(=O)NC2CCCC2)CC1 | ?
48 | CCCCCN1CCN(c2nc3c(c(=O)[nH]c(=O)n3C)n2Cc2ccc(Cl)c(Cl)c2)CC1 | -24%

An excerpt from above in order of molar mass, high to low:
no. | Molecule | 12-LOX inh
48 | CCCCCN1CCN(c2nc3c(c(=O)[nH]c(=O)n3C)n2Cc2ccc(Cl)c(Cl)c2)CC1 | -24%
38 | COc1ccc(NC(=O)NC2CCN(C(=O)N3CC4CC(C3)[C@H]3CCCC(=O)N3C4)CC2)cc1 (stereo partly drawn) | 40%[activator]
47 | CC1=C(c2ccc(C(C)C)cc2)S(=O)(=O)N=C1N1CCC(C(=O)NC2CCCC2)CC1 | ?
45 | O=C(Cc1c[nH]c2ncc(-c3ccccc3)cc12)Nc1ccc(N2CCOCC2)cc1 | -12%[176 µM]
46 | CC1CCN(C(=O)Cn2ccn3nc(-c4ccccc4)c(CO)c3c2=O)CC1 | 58%[activator]
39 | O=C(NCc1sc2ccccc2c1Cl)[C@H]1CCC[C@H](O)C1 | ?

Carrying on.
no. | Molecule | 12-LOX inh
49 | CCN(CC)C(=O)CSc1nc(-c2ccccc2)c(-c2ccccc2)o1 | -3%
50 | CC1CCCN(CC(=O)NC23CC4CC(CC(C4)C2)C3)C1 (stereo not drawn) | 11%
51 | NC(=O)C1CCN(C(=O)c2cc(-c3ccncc3)nc3ccccc23)CC1 | ?
52 | COc1cccc(C(=O)N2CCC3(CCNCC3)CC2)c1C | -5%
53 | Cc1noc(C)c1S(=O)(=O)N1CCC(N(C(=O)C2CC2)C2CCOCC2)CC1 | -4%
54 | O=C(c1cc(-c2ccccc2)nc2ccccc12)N1CCOCC(CO)C1 (stereo not drawn) | 33%[activator]
55 | Cc1ccc(CNC(=S)NNC=O)cc1 | 5%
56 | COc1cccc(Nc2nc3c(S(=O)(=O)c4ccccc4)nnn3c3ccsc23)c1 | -7%
57 | COc1ccccc1-c1nccn1-c1ccc(CC(=O)NC2CC2)cc1 | 57%[activator]
58 | Cc1nc(NC2CC2)sc1C(=O)NCc1ccco1 | 2%
59 | Cc1nc2cccnc2n1CC1CCCN(S(=O)(=O)c2cccc(Cl)c2)C1 (stereo not drawn) | -9%
60 | Cc1nn2c(c1-c1ccccc1OCc1ccccc1)N(CC1CC1)CCC2 | ?
61 | CCCCc1nc2cc(C(=O)N(C)Cc3ccc4nonc4c3)ccc2o1 | -4%
62 | CN1[C@@H](CCC(=O)NCc2ccc(F)cc2)CNC(=O)[C@H]2NCC[C@H]21 | 19%[176 µM]
63 | CC1=NS(=O)(=O)N(C)C=C1C(=O)OCc1nc(-c2ccc(Br)cc2)no1 | 18%
64 | CC(C)Sc1ccc(C(=O)O)cc1 | -1%
65 | CCOc1ccc(NC(=O)c2cc3c(N4CCSCC4)nc(C)cn3n2)cc1 | 25%
66 | CCCCn1c(=O)[nH]c(=O)c2c1nc(CN1CCOC(C)C1)n2C (stereo not drawn) | ?
67 | CCCCCCCCCC(C)=O | -11%[176 µM]
68 | Cc1ccccc1/C=N/NC(=O)c1cccs1 | 38%
69 | COCc1ccc2c(c1)c(OC(C)(C)C(=O)NCC1CCOCC1)nn2Cc1ccccc1 | 5%
70 | COc1cccc(N2C(=O)NC(=NC3CCCCC3)C23CCCN([S+](=O)([O-])c2ccccc2)C3)c1 (stereo not drawn) | 2%[6.33 µM]
71 | CCOC(=O)c1cc(Cc2ccccc2)sc1NC(=O)c1c(C)noc1C | -20%
72 | CC(C)C(=O)Nc1ccc(F)c(F)c1F | 31%[activator]
73 | O=C(COc1ccc2ccc(=O)oc2c1)NCC1(N2CCCCC2)CCCCC1 | 4%
74 | COC(=O)C1(C(=O)OC)C(c2ccccc2)CC(=O)CC1c1ccccc1 (stereo not drawn) | 34%[activator]
75 | Cc1nc(N2CCCCC2)cc(N2CCN(C(=O)c3ccccc3C(F)(F)F)CC2)n1 | -27%
76 | Cc1ccc(-c2ocnc2C(=O)Nc2ccccc2C)s1 | ?
77 | Cc1nc(SCC(=O)Nc2ccc(S(=O)(=O)N3CCOCC3)cc2)n(C2CCCCC2)c1C | ?
78 | c1ccc(-c2cn3c(n2)CO[C@@H](CNC2CCOCC2)C3)cc1 | 88%[activator][176 µM]
79 | CN(Cc1ccc(-c2ccccc2)cc1)Cc1cccc(OC(F)(F)F)c1 | 29%
80 | CC(C)C1=NOC2(CCN(Cc3c[nH]c4ccccc34)CC2)C1 | 14%[6.33 µM]
81 | O=C(CC1C=CCC1)N(Cc1ccco1)C1CC1 (stereo not drawn) | -29%
82 | COc1cccc(CN2CC[C@H]3COC(=O)N3c3ccc(OC)cc3C2)c1 | 3%[176 µM]
83 | CCN1CCCC1CNC(=O)c1cnn(-c2nccc(-c3ccccc3OC)n2)c1-c1ccco1 (stereo not drawn) | 9%
84 | COc1ccc2[nH]cc(CCNc3ccnc(-c4c(C)noc4C)n3)c2c1 | -2%
85 | Cc1cc2nc3n(c(=O)c2n1CC(=O)Nc1cccc(Br)c1)CCCC3 | 5%
86 | CCCNC(=O)Cc1c[nH]c2ccccc12 | 4%
87 | O=C1NC2(CCCN(C(=O)c3ccccn3)C2)Oc2ccccc21 (stereo not drawn) | ?
88 | COc1cc(C(=O)NCc2c(C)nn(Cc3ccccc3)c2C)cc(Cl)c1OC | -17%
89 | N=C(N)Cc1ccccc1 | -13%
90 | O=S(=O)(c1cccc2nsnc12)n1cccn1 | ?
91 | CN(C)S(=O)(=O)N1C[C@@H](Oc2cccnc2)C[C@H]1C(=O)N1CCOCC1 | 33%
92 | Cc1cc(=O)oc2cc(OCC(=O)NCc3cccs3)c(Cl)cc12 | -1%
93 | CCOC(=O)C1=C(C)O[C@]23OC(N)=C(C#N)[C@]12C(=O)c1ccccc13 | -23%
94 | COCCNC(=O)C1CN(c2cccc(Cl)c2)C(=O)N1 (stereo not drawn) | 40%&14%[176 µM]
95 | COc1ccc(C(=O)Nc2ccc([C@H]3OCC(=O)N[C@@H]3CO)cc2)cc1OC | 8%[176 µM]
96 | Cc1ccc(C(C)NC(=O)C2CCCCC2)cc1C (stereo not drawn) | 42%
97 | Cc1nc(-c2ccsc2)sc1C(=O)Nc1ccc2[nH]c(=O)[nH]c2c1 | -10%
98 | O=C(NCc1ccc(C(=O)N2CCCCC2)cc1)c1ccc(C(F)(F)F)cc1 | 15%
99 | Cc1ccc(-c2ccc3nnc(CNC(=O)c4ccco4)n3n2)cc1 | 23%
100 | C=CCSc1nc2c(c(=O)n(C)c(=O)n2C)n1CCc1ccc(OC)cc1 | -24%
101 | COc1cccc(CCC(=O)N[C@@H]2CN(c3ncccn3)C[C@H]2CO)c1 | 1%
102 | Cc1ccccc1NC(NC(=O)c1ccccc1C)C(Cl)(Cl)Cl (stereo not drawn) | -7%
103 | Nc1nccnc1C(=O)NCCc1ccccc1F | ?
104 | COc1ccc(C(=O)COC(=O)c2csc(Nc3ccc(C)cc3)n2)cc1 | -12%
105 | O=C1COCC2(CN1)CN(c1ccc(Oc3ccccc3)cc1)C2 | -20%[176 µM]
106 | COC(=O)[C@]12C[C@H](CC(=O)NCc3ccc(C)o3)C(=O)N(Cc3ccccc3)C1=C[C@H](C(C)(C)C)O[C@@H]2C | -25%
107 | CC(=O)Nc1cccc(C(=O)NCc2nnc3ccc(-c4ccc(Cl)cc4)nn23)c1 | 2%
108 | N#CC(C(=O)NCc1ccccc1)C(=O)c1cccc(C(F)(F)F)c1 (stereo not drawn) | ?
109 | CCN(CC)C(CNC(=O)Nc1ccc(C(=O)N2CCCCCC2)cc1)c1ccsc1 (stereo not drawn) | -24%
110 | CN(C)C(=O)c1cccc(NC(=O)c2ccc(-c3ccccc3)cc2)c1 | 4%
111 | O=C(COc1ccccc1)Nc1ccc([C@@H](O)[C@H]2COCC(=O)N2CCCc2ccccc2)cc1 | 28%

Screening data from PubChem.
